NR2E3 ag-1 = agonists of human nuclear receptor NR2E3; GST-NR2E3/biotin-RetCOR TR-FRET, 1536-well; inhibition of corepressor binding, % at 4.78 µM; 0.12% of 320,000 active; AID 2300;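 active means percent inhibition above the cutoff of mean plus 3 SD of all tested compounds, set per screening campaign, cut at about 20% in these data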;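 further: 0% = DMSO wells and 100% = biotin wells as full block of FRET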
Target sequence (Q9Y5X4 whole entry, looked up): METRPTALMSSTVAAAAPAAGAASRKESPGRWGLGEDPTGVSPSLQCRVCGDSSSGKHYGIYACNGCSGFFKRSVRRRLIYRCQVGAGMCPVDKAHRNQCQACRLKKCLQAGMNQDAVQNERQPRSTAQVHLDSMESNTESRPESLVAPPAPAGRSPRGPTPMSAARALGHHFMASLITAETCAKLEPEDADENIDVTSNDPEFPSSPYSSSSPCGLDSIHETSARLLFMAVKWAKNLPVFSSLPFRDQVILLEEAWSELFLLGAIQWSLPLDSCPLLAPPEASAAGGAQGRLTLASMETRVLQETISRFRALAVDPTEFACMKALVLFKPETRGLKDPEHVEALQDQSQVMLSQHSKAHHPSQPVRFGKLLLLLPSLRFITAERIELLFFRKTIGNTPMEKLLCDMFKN
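System: GST-tagged NR2E3 plus biotinylated RetCOR corepressor; Buffer or medium: pH 7.5 Tris-based buffer; Probe or stimulus: RetCOR corepressor, biotinylated, 7 nM; Doses: compound at 4.8 µM, single dose; Schedule: 5 h incubation at 4 °C; Technique: time-resolved FRET; Evaluation: percent inhibition of TR-FRET ratio; Replication: one well per compound, singlicate testing.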
HIF-2a block = HIF-2a inhibition. 786-0 RCC cells HIF-2a reporter, luciferase luminescence, overnight. inhibition, % at 18.8 µM. 0.72% of 360,000 active;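 active means inhibition of the luminescence signal of 40% or more relative to plate controls, in a single-dose primary screen at 18.75 µM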
CF NFkB block = blocks PAF-induced NF-kB reporter in cystic fibrosis cells; KKLEB NF-kB-GFP reporter, GFP fluorescence overnight; inhibition, % at 5 µM; 0.86% of 360,000 active; AID 588850;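 active means at least 50% inhibition at 5 µM, scaled per plate between neutral and stimulator controls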;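 further: PAF is a Pseudomonas aeruginosa culture filtrate used as stimulus; plate controls were PAF-stimulated DMSO wells for no effect and unstimulated DMSO wells for full effect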
Peg3 prom inh = Peg3 promoter activity inhibition; AID 588405; inhibition, % at 20 µM; 1.7% of 360,000 active; HeLa PEG-Prom luciferase reporter, luminescence, overnight;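 active means inhibition of at least 50% at 20 µM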
Shn3 inh set2 = inhibitors of Schnurri-3 3'UTR reporter in osteoblasts; 0.52% of 360,000 active; inhibition, % at 12.5 µM; Clone20 osteoblast Shn3 3'UTR firefly luciferase, 24 h;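 active means mean inhibition of at least 75% with every replicate also reaching 75%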;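 further: 0% = median of neutral control wells and 100% = pilot-screen positive control compound; some compounds past the cut are filed as inactive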
KKLEB tox = counter-screen for CF NF-kB inhibitors: cytotoxicity; activity change (cytotoxicity), % at 5 µM; KKLEB CF airway cells viability, ATPlite luminescence, overnight; hits give low values; cells stimulated with P. aeruginosa culture filtrate; 0.36% of 360,000 active; AID 602141;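 active means corrected activity change at or below -50% at 5 µM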
TWEAK-Fn14 inh = blocks TWEAK-Fn14 interaction in a reporter cell assay | TWEAK-stimulated Fn14 reporter cells, luciferase luminescence, 8 h | 2% of 360,000 active | inhibition, % at 10 µM | AID 1159606; in the data active means inhibition above about 50%
aDG glyco act = increases alpha dystroglycan glycosylation. Pro5-aDG cells, alpha-DG glycosylation AlphaScreen (IIH6); 0% Pro5, 100% B10-LARGE cell signal. activation, % at 10 µM. 0.22% of 360,000 active;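 active means activation of at least 8% versus controls, or a plate z-score of at least 8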;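 further: Pro5 are CHO cells carrying HIG-tagged alpha-DG that lacks glycosylation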
TRPM1 prom inh = inhibitors of MITF-driven TRPM1 promoter in melanoma cells; SK-MEL-5 TRPM1 promoter luciferase, 24 h; inhibition, % at 12.5 µM; 0.83% of 330,000 active; AID 488899;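 active means mean inhibition across replicates of 60% or more, whatever share of single replicates reaches that level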; further: values of inactives mirror those of a sister screen read the other way
iPSC survival up = hiPSC single-cell survival enhancement; ATPlite luminescence; 100% = ROCK inhibitor wells, 0% = DMSO; survival enhancement, % at 20 µM; 0.044% of 360,000 active; AID 602274; in the data active means survival enhancement above about 18%;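 further: cells exposed to compounds for 16 hours before the ATP read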
NR2E3 ag-2 = human photoreceptor-specific nuclear receptor agonism. AID 602229. 0.35% of 360,000 active. inhibition of corepressor binding, % at 3.98 µM. CHO-S Gal4-NCOR/VP16-NR2E3 two-hybrid, luciferase;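 active means inhibition above the mean of all tested compounds plus 3 SD, cut at about 70% in these data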;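 further: 0% = DMSO with NR2E3 transfected cells and 100% = cells lacking NR2E3 construct; higher means lower luciferase signal from less NR2E3 corepressor binding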
An asterisk follows results filed as active; x = not tested or not shown.

Sequence of screens: NR2E3 ag-1	HIF-2a block	CF NFkB block	Peg3 prom inh	Shn3 inh set2	KKLEB tox	TWEAK-Fn14 inh	aDG glyco act	TRPM1 prom inh	iPSC survival up	NR2E3 ag-2
> CCCCN(C=O)c1c(CC)nc2ccc(C(=O)NCCOc3ccc(OC)cc3)cn12
  x	6	-11	1	1	-1	-24	0.0	x	-3.1	31
> O=S(Cc1ccc(Br)cc1)Cc1nnc(SCc2ccc(Cl)cc2)n1-c1ccccc1 (stereo not drawn)
  3	-2	8	10	54	-5	55*	0.2	4	-1.8	-6
> CCc1cc(=O)oc2cc(OCC(=O)NCCCn3ccnc3)ccc12
  -1	-7	-17	-10	-9	0	-17	-0.1	-3	-0.6	-11
> O=C(NNc1nc2cc3c(cc2s1)OCCO3)c1ccc(F)cc1
  -1	-161	7	-58	-2	3	21	0.3	-4	2.6	-27
> COC(=O)CSc1cc(C(F)(F)F)nc(-c2ccccn2)n1
  3	9	-13	-4	-19	0	9	-0.1	2	-3.4	-13
> CCOC(=O)c1cc(CC)sc1NC(=O)c1ccc2c(c1)OCCO2
  1	-56	34	-27	-18	-12	-10	0.5	-7	-0.3	-24
> OC(c1ccccc1)(c1ccc(F)cc1)C(c1ccccc1)N1CCOCC1 (stereo not drawn)
  0	17	1	16	7	-2	8	0.4	11	2.2	-16
> S=C(Nc1ccccn1)c1ccccn1
  -1	-251	-8	-291	-21	8	-72	-0.1	8	-0.9	-18
> O=C1N(Cc2ccc(F)cc2Cl)c2ccccc2C12OCCCO2
  -2	-11	-7	15	9	4	-52	-0.1	6	-2.3	-9
> COc1ccc2cc(CN(C(=O)Nc3ccccc3)C3CCCC3)c(=O)[nH]c2c1
  -1	17	-25	25	-2	11	14	16*	6	-0.1	22
> Cc1c(/C=N\NC(=O)C2COc3ccc(C(C)(C)C)cc3O2)c2ccccc2n1C (stereo not drawn)
  3	6	9	24	12	7	23	-0.2	6	1.3	9
> CCCCON1C(=O)c2cccc3cccc(c23)C1=O
  1	-71	-22	-32	2	-4	-20	-0.2	-13	-0.1	-13
> CCOc1[nH]c(/N=C/c2ccco2)c(C#N)c1C#N
  5	-3	6	5	-19	-5	0	-0.1	3	-2.7	0
> CCCCCC1CC(CC(=O)Nc2ccc([N+](=O)[O-])cc2)C(=O)O1 (stereo not drawn)
  2	27	12	8	9	-4	-21	0.4	0	1.0	-34
> NC1=C(Br)C(=O)c2ncccc2C1=O
  x	83*	79*	102*	97*	-64*	103*	0.6	94*	-2.6	99*
> Cc1cc(C(=O)CN2C(=O)NC(C)(c3cccc(Br)c3)C2=O)c(C)n1Cc1ccco1 (stereo not drawn)
  -1	12	-7	9	18	12	30	-0.3	-2	6.3	27
> Cc1ccc(/C(=N\S(=O)(=O)c2ccc(Br)cc2)Nc2ccccc2C)cc1
  3	15	4	7	7	-1	1	0.1	13	-0.1	-17
> CCN(Cc1ccccc1)S(=O)(=O)c1ccc(C(=O)N2CCN(c3nc4ccccc4s3)CC2)cc1
  0	-28	-20	-3	75	-9	93*	2.5	38	0.0	-8
> COc1ccc(CCNC(=S)N2CCN(S(=O)(=O)c3ccccc3)CC2)cc1
  0	5	6	10	1	-7	5	0.3	4	-0.1	-3
> c1ccc(CNC2=NCCC2)nc1
  0	7	-12	1	-10	3	0	0.1	6	-0.8	-2
> CN(C)S(=O)(=O)c1ccc(NC(=O)COc2ncnc3c2cnn3-c2ccccc2)cc1
  -2	6	3	8	2	8	2	-0.1	-4	2.8	-2
> Cc1cc(C(=O)OCC(=O)N2C(C)CCCC2C)c2ccccc2n1 (stereo not drawn)
  x	-3	9	-6	-12	9	-27	0.1	0	-0.5	-11
> O=[N+]([O-])c1cc(Cl)ccc1N1CCN(c2cccc(C(F)(F)F)c2)CC1
  5	19	16	22	18	-4	0	0.2	-2	0.4	-34
> COc1ccc(S(=O)(=O)N2CCN3CCCC3C2)cc1 (stereo not drawn)
  2	14	-3	5	6	0	16	0.0	-9	-0.7	18
> COC(=O)c1c(NC(=O)CSc2nnnn2-c2ccccc2)sc2c1CCC(C(C)(C)C)C2 (stereo not drawn)
  2	4	-2	9	-32	-4	-5	0.3	-4	-0.6	21
> CN(c1ccccc1)c1nc(N2CCCC2)nc(-n2ccnc2)n1
  3	29	16	26	-3	-5	6	1.0	-3	5.6	5
> CCC(=O)c1ccc(OCC(=O)OCC(=O)N2CCN(c3ccc(OC)cc3)CC2)cc1
  2	7	-3	0	1	13	6	-0.2	-3	-0.4	-8
> COc1ccc(NC(=O)CCOc2ccccc2C)cc1S(=O)(=O)N1CCCCC1
  1	16	-25	-2	6	7	13	0.7	17	-0.3	-38
> Cc1c(NC(=O)C(C)OC(=O)c2cccc([N+](=O)[O-])c2)c(=O)n(-c2ccccc2)n1C (stereo not drawn)
  5	15	0	15	-25	-4	14	-0.7	-9	-2.3	-30
> O=C(CCC(=O)Nc1ccc(F)cc1)N/N=C/c1ccccc1O
  0	-18	-11	-23	-21	10	-10	-0.3	-11	-1.3	-6

In a second layout: 2 of the compounds above
SMILES	NR2E3 ag-1	HIF-2a block	CF NFkB block	Peg3 prom inh	Shn3 inh set2	KKLEB tox	TWEAK-Fn14 inh	aDG glyco act	TRPM1 prom inh	iPSC survival up	NR2E3 ag-2
CN(C)S(=O)(=O)c1ccc(NC(=O)COc2ncnc3c2cnn3-c2ccccc2)cc1	-2	6	3	8	2	8	2	-0.1	-4	2.8	-2
CCOC(=O)c1cc(CC)sc1NC(=O)c1ccc2c(c1)OCCO2	1	-56	34	-27	-18	-12	-10	0.5	-7	-0.3	-24

The list continues.
Sequence of screens: NR2E3 ag-1	HIF-2a block	CF NFkB block	Peg3 prom inh	Shn3 inh set2	KKLEB tox	TWEAK-Fn14 inh	aDG glyco act	TRPM1 prom inh	iPSC survival up	NR2E3 ag-2
> CN1CCN(c2ccccc2NC(=O)c2cc3c(s2)-c2ccccc2OC3)CC1
  2	2	13	8	x	-10	-13	0.0	-13	-0.6	7
> O=C(OCC1OC(n2ccc(=O)[nH]c2=O)C2OC12)c1ccccc1 (stereo not drawn)
  x	-4	10	-1	10	-14	-3	0.3	4	-2.3	-15
> Cn1nnc2cc(C(=O)N3CCN(c4ccccc4)CC3)ccc21
  1	-18	-8	4	-16	-1	15	0.2	-2	7.1	8
> CCOc1cc2[nH]c(=S)n(CC3CCCO3)c(=O)c2cc1OCC (stereo not drawn)
  -5	24	17	14	7	-8	18	0.0	6	1.9	-26
> Cn1c(Cn2c(=O)sc3ccccc32)nnc1SCC(=O)NC1CCCCC1
  0	-4	-8	0	18	22	-17	0.0	6	1.0	11
> CC(C(=O)NC1CCCC1)N1CCN(Cc2ccccc2)CC1 (stereo not drawn)
  -1	8	7	-2	1	0	1	-0.3	18	3.1	-15
> Cc1cc(OCC(=O)N(C(C)C)C(C)C)ccc1Cl
  3	10	2	9	-32	3	12	-0.4	11	0.0	-9
> Cc1ccc(C2=NS(=O)(=O)N(C)C(C(=O)N3CCCCC3)=C2)cc1
  3	-18	7	15	7	-4	10	-0.2	1	0.3	-28
> Cc1ccc2cc(CNC(C)C)c(=O)[nH]c2c1
  2	0	-14	1	-1	-1	14	-0.2	8	-0.2	-3
> O=C(NCc1cccnc1)C(C(=O)c1ccc(F)cc1)n1ccccc1=O (stereo not drawn)
  2	10	1	-3	-5	8	10	-0.1	5	2.5	-22
> CC(Oc1ccc(Cl)cc1Cl)c1nc(-c2ccc(NC(=O)c3cccnc3)cc2)no1 (stereo not drawn)
  0	13	7	-11	67	8	46	14*	0	-1.4	15
> Cc1ccc2oc(-c3ccccc3)c(C(=O)O)c(=O)c2c1
  1	-139	12	-233	-39	-16	32	-0.2	-68	-2.5	-119
> COc1ccc2nc(N3C(=O)C(O)=C(C(=O)c4ccco4)C3c3ccc(C)o3)sc2c1 (stereo not drawn)
  x	-35	41	-25	4	-20	28	0.2	-4	0.1	-10
> C=CCn1c(=O)[nH]c2cc(C(=O)N3CCN(c4cccc(Cl)c4)CC3)ccc2c1=O
  0	3	7	9	24	-3	36	2.1	-3	0.8	13
> COc1ccc(C(=O)N2CCN(CCCc3ccccc3)CC2)cc1OC
  -6	13	1	21	25	-10	8	0.3	1	0.1	15
> CC(C)Oc1ccc(S(=O)(=O)N2CCCCC2)cc1NC(=O)CN1C(=O)NC(C)(C2CC2)C1=O (stereo not drawn)
  3	8	1	11	-2	9	4	-0.2	-3	-0.1	-10
> CNS(=O)(=O)c1cccc(C(=O)OCC(=O)c2cc(C)n(-c3ccc4c(c3)OCO4)c2C)c1
  6	-42	-5	-60	-4	3	-32	0.0	-2	0.6	-26
> COc1ccc(/C=N/NC(=O)Cn2cnc3c2c(=O)n(C)c(=O)n3C)c(OC)c1OC
  1	22	-6	11	0	-10	6	0.0	x	-0.3	-2
> Cc1ccc(S(=O)(=O)NNC(=O)Cc2cccn2C)cc1
  5	12	-1	5	-15	3	8	-0.4	-9	-0.8	-21
> O=C(CCN1C(=O)c2ccc([N+](=O)[O-])cc2C1=O)Nc1nccs1
  2	-6	-7	3	17	5	17	0.0	9	0.1	-4
> CC(C)Cc1nnc(NC(=O)Cc2ccccc2[N+](=O)[O-])s1
  -2	-40	0	-8	-24	-8	6	-0.2	-9	0.6	-36
> CCCCn1c(SCC(=O)N2CCc3ccccc32)nnc1-c1ccncc1
  -2	10	-20	12	22	4	-12	0.1	15	0.5	-1
> Cc1ccc(NC(=O)CCCSc2ccccc2)cc1S(=O)(=O)N1CCOCC1
  0	13	18	26	-8	4	10	0.2	18	-0.5	-14
> CN1CCCC(C(=O)C(C#N)c2ccccc2)C1 (stereo not drawn)
  0	-1	7	9	-14	-6	-14	0.2	-1	1.6	-12
> NC(=O)c1cc2c(s1)-c1cc(Cl)ccc1SC2
  1	-33	14	-25	-20	-13	10	-0.1	5	-0.8	-36
> COc1cc(NC(=O)c2ccccc2)ccc1NC(=O)c1cc2ccccc2o1
  -1	-4	27	29	46	-15	-7	-0.2	-10	1.7	-27
> Cc1ccc2[nH]c(=O)c(CN(CCO)Cc3nnnn3CCc3ccccc3)cc2c1
  1	6	15	-1	1	6	-11	0.1	-1	2.6	-6
> CCc1c(C(=O)NNC(=S)NCc2ccccc2)csc1C
  -1	12	6	12	6	10	-4	0.8	6	1.0	-35
> COC(=O)c1cnn(-c2nc3c(C)cccc3s2)c1C
  8	1	-5	-29	-41	-3	-11	0.1	-4	3.3	4
> NC(=O)N/N=C/c1ccccc1OCc1cccc2ccccc12
  -4	0	29	-1	-8	-8	13	0.1	0	-0.5	-1
> CCC(=O)Nc1ccc(C(=O)NNC(=O)c2cc(OC)c(OC)c(OC)c2)cc1
  2	-4	3	14	4	-6	8	-0.2	4	0.3	-13
> CCC(C)(C)C1CCC2(CC1)NC(=O)N(CC(=O)N(C)Cc1ccc3c(c1)OCCO3)C2=O (stereo not drawn)
  0	10	36	22	18	-13	13	1.0	13	-0.3	2
> O=C(N/N=C/c1ccc(OC(F)F)cc1)c1cc[n+]([O-])cc1
  0	-6	4	-1	-30	-4	39	0.0	10	-0.3	-9

Bioassay records deposited in PubChem BioAssay by several laboratories.
